Screening data as filed in PubChem.
FEN1 inh – qHTS Assay for the Inhibitors of Human Flap endonuclease 1 (FEN1) | 0.35% of 390,000 active | AID 588795, 2011 | P39748 | Recombinant FEN1 flap cleavage, fluorescence, 15 min | Potency, µM (series often up to 114 µM), for the others: at the top dose activity change, negative = inhibition, usual class: inhibitors; note: nearly all actives have a fitted effect of over 65% in size
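With each library titrated from low to high concentration, compounds met 10 nM FEN1 for 15 min at room temperature before 50 nM substrate was added; readings at 0 and 15 min fed four-parameter Hill curve fits.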
GCN5L2 inh – qHTS Assay for Inhibitors of GCN5L2; Histone acetyltransferase KAT2A (Homo sapiens), Q92830; GCN5L2 HAT assay, ThioGlo1 CoA-SH fluorescence; Potency, µM (top dose mostly 58.9 µM), for the others: top-dose activity change, negative = inhibition, usual class: inhibitors; 0.21% of 390,000 active; AID 504327, 2011
Target sequence (Q92830 whole entry, looked up): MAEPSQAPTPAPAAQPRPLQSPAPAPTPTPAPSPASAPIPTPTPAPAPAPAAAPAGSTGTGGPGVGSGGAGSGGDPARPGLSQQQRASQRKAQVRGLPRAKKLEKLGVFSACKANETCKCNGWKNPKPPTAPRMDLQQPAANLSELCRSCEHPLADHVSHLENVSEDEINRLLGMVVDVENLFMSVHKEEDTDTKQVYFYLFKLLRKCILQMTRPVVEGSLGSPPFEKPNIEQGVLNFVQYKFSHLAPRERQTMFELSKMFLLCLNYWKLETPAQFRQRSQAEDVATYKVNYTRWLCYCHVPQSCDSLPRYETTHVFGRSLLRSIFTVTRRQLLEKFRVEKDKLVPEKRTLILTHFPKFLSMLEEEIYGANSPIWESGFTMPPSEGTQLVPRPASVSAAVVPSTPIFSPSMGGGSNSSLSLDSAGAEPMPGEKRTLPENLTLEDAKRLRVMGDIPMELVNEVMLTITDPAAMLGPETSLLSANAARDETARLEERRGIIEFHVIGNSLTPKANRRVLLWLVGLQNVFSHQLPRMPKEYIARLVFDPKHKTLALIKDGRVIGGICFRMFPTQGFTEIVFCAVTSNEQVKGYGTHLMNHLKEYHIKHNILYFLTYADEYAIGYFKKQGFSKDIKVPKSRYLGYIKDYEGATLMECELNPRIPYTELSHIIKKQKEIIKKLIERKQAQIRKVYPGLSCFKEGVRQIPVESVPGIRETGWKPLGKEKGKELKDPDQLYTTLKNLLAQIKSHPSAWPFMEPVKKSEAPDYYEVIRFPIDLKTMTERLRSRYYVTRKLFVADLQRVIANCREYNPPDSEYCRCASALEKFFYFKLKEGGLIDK
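Fluorescence readout, Ex340nm/Em540nm: ThioGlo1 (50uM final) reacts with free CoA thiol released as 20nM GCN5L2 acetylates H3(1-25) peptide (75uM) using acetyl-CoA (70uM). Compound and enzyme sat 15 min beforehand; 20 min room-temperature reaction.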
N370S GC – qHTS Assay for Inhibitors and Activators of N370S glucocerebrosidase as a Potential Chaperone Treatment of Gaucher Disease | Lysosomal acid glucosylceramidase (Homo sapiens), P04062 | N370S GC spleen homogenate, 4MU-glucoside fluorescence | Potency, µM (series often up to 59.4 µM), without a hit: at the top dose activity change, negative = inhibition, hits mostly inhibitors | 0.092% of 330,000 active | AID 2101, 2009;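 note: 0% = full enzyme activity and -100% = no enzyme basal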
Starred values were filed as active, the others as inactive; ? = inconclusive; . = not tested or not shown; [ ] = dose if it differs, or a comment. Calls come from the whole dose curve; as a rule, active = well fitted curve in the direction sought with a large enough effect; inconclusive = small, poorly fitted or top-dose-only effect, or another doubt; inactive = no such curve, though single readings can be large; an effect the other way counts as inactive or inconclusive. Unless noted, % is set by controls: 0 for no effect and ±100 for the full control effect; potency is the fitted concentration of half-maximal effect. Not all compounds are listed; rates above refer to the full screens.

no.	smiles	FEN1 inh	GCN5L2 inh	N370S GC
1	CCN(CC)c1ccc(C(=O)NNC(=O)CCc2nc3ccccc3c(=O)[nH]2)cc1	13%	-23%	-2%
2	COc1ccc(OC)c(C(C)NC(C)=O)c1 (stereo not given)	-3%	-10%	-4%
3	COc1ccc(CN2CCN(CCCc3ccccc3)CC2)c(OC)c1	.	-7%	-1%
4	COc1cccc(NC(=O)Cn2cc(S(=O)(=O)N3CCCC3)c(S(=O)(=O)N3CCCC3)c2)c1	3%	16%	.
5	COc1ccc(-c2nc3ccccn3c2/N=C/c2ccc(OC)c(OC)c2)cc1O	-7%	-21%	?
6	Nc1nc(Nc2cccc(C(F)(F)F)c2)sc1C(=O)c1ccccc1	17%	-5%	.
7	COc1ccc(-c2nc(CS(=O)CC(=O)NCc3ccc(F)cc3)c(C)o2)cc1OC (stereo not given)	-11%	2%	.
8	CC(C)(C)C(=O)NC(C(N)=O)=C(Cl)Cl	10%	0%	1%
9	CCOc1ccc(C(=O)NCCc2sc(-c3ccc(F)cc3)nc2C)cc1	-5%	3%	.
10	O=C(NC1CCCC1)c1cccc(S(=O)(=O)N2CCCC2)c1	6%	0%	.
11	COc1cccc(CNc2nc3c(-c4cccc(C)c4)nnn3c3ccccc23)c1	17%	-2%	.
12	Cc1cc(=O)oc2c(N)c(O)ccc12	5%	-5%	-11%
13	c1cncc(-c2nc3ccccc3s2)c1	4%	?	-2%
14	O=C(NCc1ccccc1)c1ccc(S(=O)(=O)N2CCCC2)cc1	-14%	1%	.
15	COc1cccc(C2C(=O)N(C3CCCCC3)CC(=O)N2CCc2ccc(OC)c(OC)c2)c1 (stereo not given)	7%	0%	.
16	COC(=O)Cn1c(C)nc2ccccc21	-8%	-4%	7%
17	CCC(=O)n1nc(-c2ccc(OC)cc2)nc1N	-7%	-9%	-6%
18	CCOc1ccc(-c2nnn(CC(=O)Nc3cc(OC)ccc3OC)n2)cc1OCC	3%	?	4%
19	COC(=O)C(NC(=O)c1ccc(F)cc1)(Nc1nc(C)cs1)C(F)(F)F (stereo not given)	7%	1%	-1%
20	CCOc1ccc(-c2cc(C(=O)NC(C)c3ccccc3)c3ccccc3n2)cc1 (stereo not given)	13%	8%	.
21	Cn1cc(C(=O)N2CCc3ccccc3C2)c(=O)c2cc(S(=O)(=O)N3CCCCC3)ccc21	.	-5%	16%
22	COc1ccc([N+](=O)[O-])cc1N(CC(O)CN1C(=O)NC(C)(C)C1=O)S(=O)(=O)c1ccccc1 (stereo not given)	1%	-7%	-3%
23	O=C(Nc1sc2c(c1C(=O)NCC1CCCO1)CCCC2)c1cc(=O)c2ccccc2o1 (stereo not given)	0%	1%	.
24	COc1cc2c(cc1OC)C1(CCCC1)CNC2c1cccc([N+](=O)[O-])c1 (stereo not given)	1%	-5%	-7%
25	Cc1cccc(/N=C/C2=C(O)CC(C)(C)CC2=O)n1	-6%	-7%	-3%
26	CC1(C2CC2)NC(=O)N(CC(=O)NCC(=O)Nc2ccc(F)c(F)c2F)C1=O (stereo not given)	1%	-1%	.
27	C[C@H](NC(=O)c1nc[nH]c1C(=O)NCc1ccccc1)C(=O)OC(C)(C)C	1%	-9%	?
28	CCN(CC)C(=O)Cn1cnc2sc(C(=O)N3CCN(c4ccc(OC)cc4)CC3)c(C)c2c1=O	-5%	3%	10%
29	O=C(COc1cc(Cl)ccc1Cl)Nc1nnc(C2CC2)s1	-4%	-11%	2%
30	CCOC(=O)N1CCC(NCCNC(=O)c2ccc(F)cc2)CC1	0%	2%	.
31	COCCn1nnnc1C(c1cc2ccc(OC)cc2[nH]c1=O)N1CCc2ccccc2C1 (stereo not given)	-16%	-4%	0%
32	Cc1nnnn1/C(=C\c1ccccc1)C(=O)OCC(=O)N(C)C1CCS(=O)(=O)C1 (stereo not given)	5%	-1%	18%
33	COc1ccc(F)cc1S(=O)(=O)Nc1cccc(C(=O)O)c1	-2%	0%	8%
34	C=CCn1c(Sc2ccccc2)nc2c1c(=O)[nH]c(=O)n2C	1%	-1%	11%
35	CN(C)CCCNS(=O)(=O)c1ccc(N2CCC(c3ccc(Cl)cc3)=N2)cc1	.	-14%	?
36	O=C(O)c1ccccc1-c1ccccc1C(=O)NNc1ccc([N+](=O)[O-])cc1	0%	0%	-3%
37	CC1=C(C(N)=O)C(c2ccccn2)n2nc(SCc3ccccc3Cl)nc2N1 (stereo not given)	7%	-8%	4%
38	CC(C)NC(=O)CN(C(=O)CCC(=O)Nc1nccs1)c1ccc(C(C)C)cc1	44%[activator]	-1%	-6%
39	CC1(C)Cc2nc3[nH]c(=S)[nH]c(=O)c3cc2CO1	-3%	?	-3%
40	Cc1ccc(OCCn2cc(C#N)c3ccccc32)cc1	-16%	-5%	?
41	COc1ccc(-c2nsc(NC(=O)c3oc4ccccc4c3C)n2)cc1	-3%	-2%	.
42	O=C(Nc1ccnc(-c2cccnc2)n1)c1ccc(F)cc1	.	12%	-7%
43	Cc1ccc2nc(SCc3cccc([N+](=O)[O-])c3)nc(C)c2c1	6%	-14%	2%
44	Cc1cc(=O)n2c(n1)NC(Nc1cccc(C)c1C)=NC2c1ccc(F)cc1 (stereo not given)	-19%	-11%	0%
45	Cc1ccccc1NC(=O)c1ccc(F)c(S(=O)(=O)N(C)Cc2ccccc2)c1	-13%	-6%	.
46	O=C(NCc1cccnc1)C(=O)NCC1OCCCN1S(=O)(=O)c1ccccc1 (stereo not given)	-7%	-6%	5%
47	COc1ccc2ccccc2c1/C=N/NC(=S)Nc1cc(S(=O)(=O)N2CCOCC2)ccc1N1CCOCC1	4%	-3%	-4%
48	COC(=O)c1cc(COc2ccc3c4c(c(=O)oc3c2)CCC4)c(C)o1	.	-7%	-1%
49	CCCc1cc(=O)n2c(nc3ccccc32)[nH]1	-1%	-3%	14%
50	Cc1cc(C)c2cc(C#N)c(NCCOC(=O)c3ccccc3C)nc2c1	-21%	-2%	8%

Whole records as entered above. Screens in order: FEN1 inh	GCN5L2 inh	N370S GC
Entry for COc1ccc(CN2CCN(CCCc3ccccc3)CC2)c(OC)c1 → .	-7%	-1%
Entry for O=C(NC1CCCC1)c1cccc(S(=O)(=O)N2CCCC2)c1 → 6%	0%	.

Next results
no.	smiles	FEN1 inh	GCN5L2 inh	N370S GC
51	CNC(=O)c1cc(C(=O)c2ccc(Cl)cc2)c[nH]1	0%	2%	-15%
52	Cc1cc(OCC(=O)N2CCC(C(N)=O)CC2)c2c(C)c(C)c(=O)oc2c1	8%	-7%	2%
53	N#CCOC(=O)[C@H](Cc1ccccc1)N1C(=O)c2ccccc2C1=O	-2%	1%	5%
54	O=C(Nc1ccc(-c2nc3cc(NC(=O)c4cccs4)ccc3o2)cc1)c1cccs1	4%	-19%	1%
55	CC1=CC(C)(C)[N+](C)=CN1c1ccccc1	0%	-15%	8%
56	COc1cc(C2c3c(oc4ccccc4c3=O)C(=O)N2c2nccs2)ccc1O (stereo not given)	-17%	-18%	26%
57	CCOc1ccc(Cl)cc1/C=N/NC(=O)c1ccccc1	5%	-6%	4%
58	COCCn1c(SCC(=O)NC2CCCC2)nc2ccccc2c1=O	1%	3%	-3%
59	O=S(=O)(NCc1ccc2c(c1)OCO2)c1ccc(F)c(F)c1	14%	-12%	-1%
60	Oc1ccc(-c2nc3ccc(Cl)cn3c2Nc2ccc(Cl)cc2)cc1	5%	-1%	.
61	O=C(CSc1nnc(NC(=O)C2CC2)s1)Nc1ccc(F)cc1F	6%	-7%	1%
62	COc1ccc(OCC(O)CN2CCN(c3ccc(Cl)cc3)CC2)cc1 (stereo not given)	21%	-10%	-28%
63	Cc1ccc2nc(-c3ccc(O)c(O)c3)cn2c1	-29%	1%	-5%
64	N#CCCN(C(=O)CN1C(=O)NC2(CCCC2)C1=O)c1ccccc1F	-2%	?	0%
65	C#CCOc1ccc(C2C3=C(CC(C)(C)CC3=O)N(CC(=O)O)C3=C2C(=O)CC(C)(C)C3)cc1OC	-2%	1%	-11%
66	O=C(O)CN=CC1=C(O)CC(c2ccccc2)CC1=O (stereo not given)	0%	-10%	-1%
67	CC(=O)C1(C)OC(N)=C(C#N)C(c2ccccc2)C1(C#N)C#N (stereo not given)	-21%	-1%	-1%
68	COc1ccc(NS(=O)(=O)c2ccc(O)c(C(=O)OCC(=O)N3CCCCC3)c2)cc1	-9%	2%	.
69	Cc1cc(C(=O)NCc2ccc(S(N)(=O)=O)cc2)cs1	-12%	0%	6%
70	O=C(O)Cc1cn(-c2ccccc2)nc1-c1ccccc1	19%	-12%	11%
71	COC(=O)c1ccc(C2/C(=C(/O)c3ccc(OC)cc3)C(=O)C(=O)N2CC2CCCO2)cc1 (stereo not given)	-3%	-1%	3%
72	CCc1cccc(C)c1NC(=S)NCC(c1cccnc1)N1CCOCC1 (stereo not given)	-4%	-3%	-2%
73	COc1cccc(CN2CCNC(=O)C2CC(=O)NCCN2CCCCC2=O)c1 (stereo not given)	15%	0%	-20%
74	COCCNC(=O)CN1C(=O)CCn2nc(-c3cn(C)c4ccccc34)cc21	-9%	-3%	.
75	O=C(Nc1ccc(C(=O)OCc2cc(=O)n3c4c(sc3n2)CCCC4)cc1)c1ccc(Cl)cc1	0%	-9%	.
76	OCCC1CN(Cc2cccc3nccnc23)CCN1Cc1ccc(F)c(F)c1 (stereo not given)	4%	-8%	-6%
77	COc1ccc(Cl)cc1C(=O)Nc1nnc2n1CCS2	-4%	5%	.
78	CCOc1ccc(CNS(=O)(=O)c2ccc(-c3cc(C(F)(F)F)on3)s2)cc1	20%	-14%	.
79	CCOc1ccc(OCC(=O)Nc2c(C(=O)Nc3ccc(C)cc3)oc3ccccc23)cc1	15%	-2%	.
80	CCOC(=O)N/N=C\c1ccc(OC(=O)c2ccco2)cc1	-2%	-2%	2%
81	CCN(Cc1cnn(C)c1)Cc1nc(C(c2ccccc2)c2ccccc2)no1	-16%	1%	-10%
82	COc1ccc(/C=N/NC(=O)COc2cccc3ccccc23)c(C(=O)O)c1OC	-1%	45%[activator]	4%
83	COc1cccc(-c2nnc(SCC3CNC(=O)O3)n2-c2ccc(Cl)cc2)c1 (stereo not given)	-1%	0%	4%
84	C=CCn1c(CCNC(=O)c2cccs2)n[nH]c1=S	6%	0%	11%
85	N#Cc1cc2c(nc1SCc1ccccc1)CCCC2	-1%	0%	11%
86	COc1ccccc1CCC(=O)Nc1ccc2c(c1)CN(Cc1ccc(C)o1)CC2	8%	?	6%
87	CCOc1ccc(NC(=O)N2CCN(c3ccc(Cl)c(Cl)c3)CC2)cc1	-5%	6%	.
88	Cc1cc(C)nc(SCC(=O)N/N=C/c2cccn2-c2ccc(O)cc2)n1	-13%	-9%	-14%
89	O=C1CNC(=S)N1C(CO)c1ccccc1 (stereo not given)	0%	48%[activator]	-22%
90	CCC(=O)NC(c1ccc(C)cc1)c1cc(Cl)c2cccnc2c1O (stereo not given)	?	-4%	.
91	CC(=O)Nc1ccc(S(=O)(=O)NC2(C(F)(F)F)NC(=O)N(Cc3ccccc3)C2=O)cc1 (stereo not given)	6%	-7%	-3%
92	O=C(Cc1ccc(-n2c(=O)c3ccccc3n(Cc3cccc([N+](=O)[O-])c3)c2=O)cc1)NCC1CCCO1 (stereo not given)	.	-11%	7%
93	O=[N+]([O-])C1C(c2ccccc2)=NOC1c1ccccc1O (stereo not given)	2%	-6%	0%
94	CCCc1cc(C(=O)Nc2ccc(Cl)cn2)cs1	-13%	-13%	3%
95	Cc1cc2nc3c(nc2cc1C)CCCC3	-13%	25%	-22%
96	Cc1ccc(OC(C)C(=O)Nc2ccc(F)cc2)c([N+](=O)[O-])n1 (stereo not given)	-10%	-5%	.
97	CCc1cc(=O)oc2cc(C)cc(OCC(=O)NCC(O)c3ccccc3)c12 (stereo not given)	3%	-8%	0%

Some of the entries so far, with values under each structure.
Each structure is followed by: FEN1 inh | GCN5L2 inh | N370S GC
[92] O=C(Cc1ccc(-n2c(=O)c3ccccc3n(Cc3cccc([N+](=O)[O-])c3)c2=O)cc1)NCC1CCCO1 (stereo not given)
    . | -11% | 7%
[93] O=[N+]([O-])C1C(c2ccccc2)=NOC1c1ccccc1O (stereo not given)
    2% | -6% | 0%
[94] CCCc1cc(C(=O)Nc2ccc(Cl)cn2)cs1
    -13% | -13% | 3%
